CAL PDZ inh = CAL PDZ peptide-binding inhibitors, primary screen, biochemical, fluorescence polarization, Cer-tagged CAL PDZ, HTS. purified CAL PDZ, TMR-peptide fluorescence polarization, 1 h. inhibition, % at 20 µM. 330,000 compounds, 0.02% hits;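 active = highest replicate inhibition of at least 40%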;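 also: plate controls were DMSO neutral control wells for no effect and unlabeled competitor peptide control wells for full effect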
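material = purified tagged CAL PDZ domain construct (CerCALP) | buffer or medium = sodium phosphate/NaCl buffer pH 7.4 with TCEP, IgG, Thesit | reagent = TMR-labelled reporter peptide T*-PRC34 bound in PDZ groove | incubation = 1 h room-temperature incubation prior to read | measured by = fluorescence polarization (mP) | evaluation = percent inhibition from loss of millipolarization | control set = unlabelled peptide and DMSO controls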
AddAB inh = growth inhibition of E. coli expressing H. pylori AddAB, primary screen, AddAB inhibitor project, absorbance | inhibition, % at 11.9 µM | 330,000 compounds, 0.29% hits; in the data active = inhibition above about 12%;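 also: 0% = vehicle wells of infected cells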
E coli growth = E. coli V3065 growth inhibition, primary screen, counter-screen for AddAB inhibitor project, absorbance, OD600 | inhibition, % at 11.9 µM | 18 h | 330,000 compounds, 0.27% hits;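 active = inhibition above the campaign's mean inhibition across all tested compounds plus 3 SD, cut at about 9.9% in these data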;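 also: uninfected addAB+ strain grown without phage in ampicillin broth; 0% = DMSO wells and 100% = ciprofloxacin 0.95 µg/ml wells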
Rtt109 HAT inh = inhibitors of C. albicans Rtt109/Vps75 HAT, primary screen, biochemical, ThioGlo CoA-SH fluorescence, plate reader; Histone acetyltransferase RTT109 (Candida albicans (strain SC5314 / ATCC MYA-2876)), …; purified Rtt109/Vps75, 4 h; inhibition, % at 34.9 µM; 330,000 compounds, 0.16% hits;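 active = inhibition of at least 50% in every replicate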
Target sequence (Q5AAJ8 whole entry, looked up): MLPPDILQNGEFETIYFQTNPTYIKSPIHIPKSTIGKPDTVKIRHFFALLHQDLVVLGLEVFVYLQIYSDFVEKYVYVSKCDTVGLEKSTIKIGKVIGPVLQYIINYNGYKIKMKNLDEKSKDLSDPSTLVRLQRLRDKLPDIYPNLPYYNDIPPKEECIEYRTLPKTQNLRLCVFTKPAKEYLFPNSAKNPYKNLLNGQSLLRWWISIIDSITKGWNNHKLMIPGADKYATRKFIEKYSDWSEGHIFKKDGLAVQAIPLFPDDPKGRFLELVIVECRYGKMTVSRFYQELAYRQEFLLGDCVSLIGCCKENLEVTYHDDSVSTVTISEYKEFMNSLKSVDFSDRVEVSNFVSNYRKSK
Wnt bcat act = Wnt/beta-catenin pathway activators, primary screen, cell-based, plate reader, single point. Wnt/beta-catenin reporter cell assay, activator. activation, % at 9.35 µM. 300,000 compounds, 1.2% hits; in the data active = activation above about 30%, passing the limit was not always enough;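 also: 0% = neutral control wells and 100% = positive control wells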
DAGLB inhibitor = DAGLB lipase inhibitors, primary screen, biochemical, fluorescence, HTS; inhibition, % at 5.17 µM; HEK293T DAGLB membrane lysate, EnzChek fluorogenic substrate; 340,000 compounds, 0.059% hits; in the data active = inhibition above about 34%;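 also: 0% = enzyme with vehicle and 100% = wells lacking enzyme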
Target sequence (Q8NCG7 whole entry, looked up): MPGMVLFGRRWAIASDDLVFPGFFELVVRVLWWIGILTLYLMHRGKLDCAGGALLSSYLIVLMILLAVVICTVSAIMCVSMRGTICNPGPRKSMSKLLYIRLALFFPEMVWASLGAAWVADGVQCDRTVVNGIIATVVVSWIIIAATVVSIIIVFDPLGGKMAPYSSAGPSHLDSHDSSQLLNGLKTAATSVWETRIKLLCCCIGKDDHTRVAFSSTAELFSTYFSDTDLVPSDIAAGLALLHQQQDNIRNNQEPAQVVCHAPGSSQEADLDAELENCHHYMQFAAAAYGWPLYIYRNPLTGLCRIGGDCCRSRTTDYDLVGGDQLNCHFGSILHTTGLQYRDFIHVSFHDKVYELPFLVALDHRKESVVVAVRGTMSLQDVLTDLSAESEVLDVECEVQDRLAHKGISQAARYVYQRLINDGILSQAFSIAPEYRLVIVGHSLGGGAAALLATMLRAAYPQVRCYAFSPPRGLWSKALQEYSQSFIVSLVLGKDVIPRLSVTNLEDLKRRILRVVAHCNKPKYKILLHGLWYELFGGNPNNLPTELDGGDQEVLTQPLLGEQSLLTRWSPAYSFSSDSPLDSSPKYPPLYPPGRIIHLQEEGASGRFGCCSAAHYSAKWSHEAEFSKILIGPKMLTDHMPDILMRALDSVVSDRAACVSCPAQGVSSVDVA
PvdQ inh = P. aeruginosa PvdQ acylase inhibitors, primary screen, biochemical, fluorescence, plate reader and imaging, single point; PvdQ acylase [Pseudomonas aeruginosa LESB58]; purified PvdQ acylase; inhibition, % at 10 µM; 340,000 compounds, 0.063% hits; AID 488965, 2010; in the data active = inhibition above about 30%, passing the limit was not always enough;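 also: 0% = vehicle neutral wells and 100% = reference inhibitor wells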
Tat transport = E. coli Tat export inhibitors, primary screen, MC4100, TorA-mCherry reporter, fluorescence, single point; 340,000 compounds, 0.036% hits; inhibition, % at 10 µM; AID 488895, 2010;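 active = mean replicate inhibition at least 50% and at least half of replicates individually reaching 50%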;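 also: exported cargo escapes ClpAP degradation while cytoplasmic cargo is degraded and loses fluorescence; 0% = median of neutral control wells and 100% = median of NaSCN control wells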
PfHsp90 yeast 2 = growth inhibition of PfHsp90-expressing yeast, primary screen, antimalarial PfHsp90 inhibitor project, S. cerevisiae, BacTiter-Glo luminescence, single point, set 2 | BacTiter-Glo ATP, 48 h; yeast lacking PDR1 and PDR3 efflux regulators | inhibition, % at 9.4 µM | 310,000 compounds, 0.32% hits;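 active = every replicate shows inhibition above about 80%, whatever the replicate mean, limit read from the data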;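 also: 0% = DMSO neutral controls and 100% = 20 µM radicicol positive controls; yeast relying on Plasmodium falciparum Hsp90 in place of its own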
phage Ecoli inh = growth loss of phage-infected E. coli, primary screen, RecBCD inhibitor project, absorbance, with phage, HTS | inhibition, % at 11.9 µM | 360,000 compounds, 0.26% hits | AID 651602, 2012; in the data active = inhibition above about 11%
* = called active by the depositor; x = not tested or not shown.

Compound	CAL PDZ inh	AddAB inh	E coli growth	Rtt109 HAT inh	Wnt bcat act	DAGLB inhibitor	PvdQ inh	Tat transport	PfHsp90 yeast 2	phage Ecoli inh
Cc1ccc(S(=O)(=O)CCC(=O)OCC(=O)c2cc(C)ccc2C)cc1	-1.5	-0.3	0.6	-0.3	1.7	-3.6	-11.4	-3.1	-5.4	2.8
O=S1(=O)NC(=NCCOCCO)c2ccccc21	-29.0	1.3	2.0	-0.5	0.3	0.2	-8.3	1.6	-5.5	2.2
CC(=O)c1ccc(NC(=S)N2CCN(C(=S)Nc3ccc(C(C)=O)cc3)C(C)C2)cc1 (stereo not drawn)	-2.1	-0.8	-3.1	-0.1	-1.7	0.5	-9.6	9.4	-20.6	2.5
O=C(C1CCC1)N1CCc2cc(S(=O)(=O)Nc3ccc4c(c3)OCCO4)ccc21	-1.2	-1.2	-1.0	-13.4	x	3.5	-5.2	2.7	13.6	0.5
Cc1cc(C(=O)N2CCc3ccccc32)c2ccccc2n1	-0.9	-1.5	-0.4	-6.3	x	0.0	-1.9	-1.8	-39.0	2.9
COc1ccccc1CNC(=O)CSc1nc(=O)n(Cc2ccncc2)c2c1CCC2	-3.3	-1.3	-2.0	33.1	-1.1	-1.2	9.7	-9.7	-12.3	3.2
CC(C)COC(=O)c1ccccc1OC(=O)c1ccncc1	-2.6	5.4	-3.7	1.3	0.2	-1.1	-7.3	5.7	17.3	1.0
CCN(C(=O)COC(=O)c1cc(S(=O)(=O)N2CCOCC2)ccc1F)C1CCS(=O)(=O)C1 (stereo not drawn)	0.3	0.5	2.3	0.2	1.0	-0.2	4.1	18.8	-0.3	2.7
Cc1[nH]c(=O)[nH]c(=O)c1N(C)C	-1.6	-2.1	-0.4	0.5	-2.4	-0.6	-14.6	-0.6	4.1	1.2
COC(=O)C1=NN(C(=O)c2cccc(Cl)c2)C(O)(C(C)(C)C)C1 (stereo not drawn)	-0.6	-0.5	-0.7	-2.9	-0.9	5.3	-14.2	-3.6	-22.0	-1.2
Cc1ccc(/C=N/NC(=O)CSc2nc3ccccc3c(=O)n2-c2ccccc2C)s1	-1.6	5.6	-0.5	9.5	x	3.4	-7.0	3.2	-36.9	2.2
CCn1c(=O)c2c(nc3n2CCS3)n(C)c1=O	-0.4	4.9	1.9	-1.9	x	-0.3	-5.1	0.1	-27.6	2.8
COc1ccc(Cc2nc3ccc(C(=O)N(C)CC4COCCO4)cc3o2)cc1 (stereo not drawn)	-1.7	2.8	-0.8	14.0	3.7	-0.1	7.9	-7.7	-11.8	1.2
COc1ccc(NS(=O)(=O)c2ccc(-n3nnc4ccccc43)c([N+](=O)[O-])c2)cc1	-2.6	3.3	2.6	6.5	-1.0	-0.9	-14.5	2.4	13.4	5.0
CCCC(C(=O)NC(C)(C)C)N(CCN1CCOCC1)C(=O)CNS(=O)(=O)c1ccccc1 (stereo not drawn)	-2.4	3.1	-0.9	1.1	-0.5	-1.0	-10.6	-3.0	18.0	1.2
COc1ccc(NC(=O)CN(C)C(=O)C(NC(=O)c2ccco2)C(C)C)cc1 (stereo not drawn)	-2.5	x	x	11.0	-0.2	-0.4	16.1	-0.1	x	6.3
C=CCN(CC=C)C(=O)c1c(OC)cccc1OC	-1.0	2.9	-2.2	-4.9	-2.4	1.1	-5.1	-16.0	11.8	-0.8
CC(C)c1ccccc1NC(=O)Nc1ccc2c(c1)OCO2	-2.4	3.7	-1.6	-27.6	3.3	-2.1	13.0	-5.9	8.2	0.8
CC(C)(C)S(=O)(=O)/C(C#N)=C/Nc1ccccn1	0.0	-1.4	1.0	-1.9	0.3	x	-10.4	-4.2	20.1	3.2
COc1cccc(C(=O)C2CCCN(C(=O)c3ccccc3Cl)C2)c1 (stereo not drawn)	-2.6	4.9	3.3	-1.9	0.0	-0.3	-14.1	-7.9	30.2	4.6
Cc1ccc(NC(=O)CSc2ccc(-c3cccnc3)nn2)cc1	0.2	3.5	0.2	-3.3	2.0	-0.5	10.5	1.2	-0.9	-0.9
Cc1ccc2c(c1)N(CCCC(=O)Nc1cccc(C(F)(F)F)c1)C(=O)CO2	-1.7	0.4	1.3	-0.8	-3.3	-0.5	-3.7	6.9	-11.8	1.8
O=C(NCC1CCCN1S(=O)(=O)c1ccccc1)C(=O)NC1CC1 (stereo not drawn)	-2.4	3.2	2.3	11.8	-1.2	-2.7	2.5	-1.6	x	1.4
O=C(COC(=O)Cc1ccc(Cl)cc1)NCCc1ccccc1	-3.3	-0.8	-2.5	x	11.6	-6.1	0.6	-2.3	9.1	3.1
CN(c1ccccc1)c1nc(N)c([N+](=O)[O-])c(Nc2ccc(F)cc2)n1	0.9	-2.4	-1.4	7.2	3.4	-4.4	-12.0	-3.3	-6.2	0.9
COc1ccccc1C(=O)Nc1nnc(-c2ccc3c(c2)CCCC3)o1	-4.0	0.0	-6.3	3.8	-0.6	-11.9	-11.7	4.4	-42.9	-0.2
Cn1c(=O)c2cc(S(=O)(=O)NCCC(=O)Nc3ccccc3F)ccc2n(C)c1=O	-0.4	0.8	-1.3	2.4	x	-2.8	-8.9	-3.3	-33.5	2.6
CCOC(=O)c1c(S(=O)(=O)NCC2CCN(CCc3cccs3)CC2)c(C)n(C)c1C	-1.6	0.3	-1.3	4.0	-0.5	-1.7	-12.7	-2.5	2.7	3.4
COc1ccc(C(CNCC(O)COc2c(C)ccc(C)c2C)N(C)C)cc1 (stereo not drawn)	-0.1	-4.0	-3.4	-8.2	-2.5	0.6	-5.6	2.4	11.5	-2.6
O=C(CCN1C(=O)c2ccccc2C1=O)Nc1ccc(F)cc1	1.2	3.1	0.9	-7.3	2.5	1.3	-6.8	3.8	7.9	0.2
C/C(=N/NC(=O)CNC(=O)COc1ccccc1)c1ccc(Cl)cc1	-1.0	3.4	-4.0	-38.6	-0.7	3.4	-6.4	-4.0	-0.1	3.1
COc1ccccc1NC(=O)CC1Nc2ccccc2NC1=O (stereo not drawn)	-0.7	0.0	-1.4	-10.5	x	1.2	-10.5	-6.0	-19.9	-2.8
Cc1onc(-c2ccccc2)c1C(=O)NC(CC(=O)O)c1ccc(OC(C)C)cc1 (stereo not drawn)	-0.5	0.6	-1.0	4.3	x	-1.8	-17.7	7.0	-13.4	2.0
O=C(O)CC/C(=C\c1cccc(NC(=O)c2ccccc2Cl)c1)c1nc2ccccc2s1	-1.5	1.5	1.6	1.1	-1.0	8.2	-13.8	6.3	-27.5	2.3
Cn1nccc1NC(=O)COCC(=O)O	0.8	0.8	-2.9	-2.5	0.9	-1.0	-8.2	-1.7	-4.6	-0.5
Cc1cc(=O)oc(C)c1C(=O)OCC(=O)c1ccc(Br)cc1	-0.8	2.1	1.2	0.7	5.0	1.0	4.1	-4.5	5.5	-0.1

Continued, overlapping the part above by 2 compounds.
Compound	CAL PDZ inh	AddAB inh	E coli growth	Rtt109 HAT inh	Wnt bcat act	DAGLB inhibitor	PvdQ inh	Tat transport	PfHsp90 yeast 2	phage Ecoli inh
Cn1nccc1NC(=O)COCC(=O)O	0.8	0.8	-2.9	-2.5	0.9	-1.0	-8.2	-1.7	-4.6	-0.5
Cc1cc(=O)oc(C)c1C(=O)OCC(=O)c1ccc(Br)cc1	-0.8	2.1	1.2	0.7	5.0	1.0	4.1	-4.5	5.5	-0.1
O=[N+]([O-])c1ccccc1S(=O)(=O)N1CCCc2ccccc21	0.4	1.8	0.1	-2.1	-0.6	-1.1	-22.3	4.3	-13.2	-0.5
Cc1ccc2c(c1)C(=O)CC1(CCC(C(C)(C)C)CC1)O2 (stereo not drawn)	0.9	2.1	1.7	-7.2	-2.9	-5.2	-13.4	-37.3	-16.4	4.0
Cc1cc(C)nc(-n2nc(C)cc2Nc2ccccc2)n1	0.7	-0.7	-1.6	12.6	x	1.2	4.4	-2.0	-13.2	-0.7
COc1cccc(-n2c(C)nc3c(cnn3-c3ccc(C)cc3)c2=O)c1	-1.8	0.0	2.5	8.0	x	0.5	4.5	4.8	11.2	2.7
COc1ccccc1C(=O)Nc1cc(-c2ccc(C)cc2)no1	-3.0	0.4	-0.5	x	23.5	-7.1	-3.5	12.0	16.7	-1.0
CN1C2Cc3c(n(C)c4ccccc34)C1CC=C2CO (stereo not drawn)	1.4	1.7	-2.0	-2.5	-0.1	-1.3	7.5	-3.7	x	1.6
CC(C)C[C@H](NC(=O)c1nc[nH]c1C(=O)N[C@@H](CCCCNC(=O)OC(C)(C)C)C(=O)OC(C)(C)C)C(=O)OCc1ccccc1	-0.5	2.7	-1.2	3.3	-17.4	-5.3	-8.9	0.9	-7.6	-0.2
COc1ccc(C2=NN(CC(=O)Nc3ccccc3C)C(=O)CC2)cc1	0.6	0.3	1.8	15.4	10.4	1.4	-4.2	-3.8	0.8	0.9
O=C1C2C3C=CC(C3)C2C(=O)N1c1cccnc1 (stereo not drawn)	-0.5	0.4	-2.3	-0.6	-2.1	-1.1	7.4	2.8	-50.2	1.0
Cc1[nH]n(-c2ccccc2)c(=O)c1C=Nc1ccc(S(=O)(=O)NC(N)=O)cc1	0.6	1.3	1.4	14.4	1.5	0.6	10.8	-3.8	-11.5	2.0
CC1(C)S[C@@H]2[C@H](NC(=O)[C@H](N)c3ccc(O)cc3)C(=O)N2[C@H]1C(=O)O	-0.7	-0.8	0.3	-3.4	-3.3	1.7	-13.6	-2.7	-22.9	4.4
O=S(=O)(NCCc1csc(-c2cccnc2)n1)c1cccc(F)c1	-1.6	1.6	-0.2	-3.6	-2.1	-0.5	-16.0	-0.4	-37.1	-1.0
Cc1nn(C(C)c2n[nH]c(=S)n2-c2cccc(Cl)c2)c(C)c1[N+](=O)[O-] (stereo not drawn)	-0.9	0.2	-1.2	4.3	-1.0	-2.4	-17.5	-0.2	x	-0.6
C#CCOCCOCCOCCNc1nc(N2CCN(C(=O)[C@H](Cc3ccc(O)cc3)n3cc([C@@H](N)CC(C)C)nn3)CC2)nc(N2CCN(C(=O)[C@H](Cc3cc4ccccc4[nH]3)n3cc([C@@H](N)CC(C)C)nn3)CC2)n1	x	5.2	-1.7	x	-2.7	x	x	x	x	3.8
Cc1ccc(NC(=O)c2nnn(-c3cccc(C(F)(F)F)c3)c2N)cc1	0.6	0.2	0.8	-4.8	-1.6	-0.8	1.7	-3.9	x	3.5
O=C(Cc1ccccc1)NN1C(=O)c2ccccc2C1=O	-0.3	-0.6	-0.7	-5.6	-0.7	-0.7	-2.6	-8.1	28.6	2.5

Compound activity deposited in PubChem BioAssay by several laboratories.
